Source: PubChem
5HT1E ag = 5-HT1E (human) receptor agonism; P28566; activation, % at 6 µM; AID 574; CHO 5-HT1E Ga15 NFAT-bla reporter, FRET; 0% DMSO wells, 100% control agonist wells; 65,000 tested, 0.69% active;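 active = activation above a set limit, the screen-wide mean activation plus 3 SD, cut at about 8.5% in these data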;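 also: 100% = positive control agonist at 1 µM giving full maximal response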
Target sequence (P28566 whole entry, looked up): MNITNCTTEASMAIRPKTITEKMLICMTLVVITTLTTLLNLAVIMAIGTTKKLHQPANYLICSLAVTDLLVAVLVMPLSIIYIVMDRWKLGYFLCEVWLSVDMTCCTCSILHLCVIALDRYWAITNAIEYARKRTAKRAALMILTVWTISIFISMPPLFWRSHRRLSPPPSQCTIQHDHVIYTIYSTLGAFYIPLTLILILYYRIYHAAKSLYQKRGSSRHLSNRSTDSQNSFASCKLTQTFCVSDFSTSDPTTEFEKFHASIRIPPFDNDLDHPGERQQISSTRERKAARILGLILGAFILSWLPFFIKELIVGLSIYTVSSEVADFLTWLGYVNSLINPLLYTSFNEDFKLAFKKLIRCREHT
S1P3 ag = agonists of human S1P3 receptor; AID 373; Q99500; 60,000 tested, 0.1% active; activation, % at 4.5 µM; S1P3 NFAT-BLA reporter cells, agonism, FRET ratio; relative to 1 µM S1P, basal subtracted;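 active = activation above the screen-wide mean plus 3 SD, cut at about 4.5% in these data, passing the limit was not always enough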; also: some compounds called inactive have numbers as strong as hits
Target sequence (Q99500 whole entry, looked up): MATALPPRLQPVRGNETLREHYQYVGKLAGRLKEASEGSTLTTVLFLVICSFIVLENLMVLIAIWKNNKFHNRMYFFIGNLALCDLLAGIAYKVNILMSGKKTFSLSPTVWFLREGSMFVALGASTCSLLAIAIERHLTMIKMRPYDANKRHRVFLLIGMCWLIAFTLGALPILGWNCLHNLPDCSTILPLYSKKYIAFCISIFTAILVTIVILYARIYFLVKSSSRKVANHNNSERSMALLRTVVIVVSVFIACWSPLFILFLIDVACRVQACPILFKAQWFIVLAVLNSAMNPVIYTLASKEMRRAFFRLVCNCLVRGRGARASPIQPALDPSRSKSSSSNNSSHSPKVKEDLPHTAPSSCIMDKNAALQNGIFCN
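Assay system: CHO cells stably expressing human S1P3, Gα16 and NFAT-β-lactamase reporter. Timing: overnight plating, 4 h compound 37 °C, 2 h substrate RT. Signal: β-lactamase FRET emission ratio 460/535 nm. Measure: percent activation versus median 1 µM S1P response, basal-subtracted, per plate. Repeats: primary screen single test, confirmation screen in triplicate.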
S1P1 ag-PAM = S1P1 (human) agonism or agonism potentiation; P21453; S1P1 CRE-bla cells, forskolin, beta-lactamase FRET, potentiator mode; S1P1 agonist co-added at EC20, 2 nM; 100% = saturating reference agonist, 0% = basal; activation, % at 9.5 µM; 56,000 tested, 0.57% active; AID 449;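 active = activation above a cutoff set at the mean activation of all tested compounds plus 3 SD, cut at about 54% in these data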;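 also: forskolin at 4 µM as EC80 and the EC20 agonist is SEW2871; 100% = SEW2871 at its EC100 plus forskolin at EC80; some compounds past the cut are filed as inactive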
M1 ag = M1 muscarinic receptor agonism; CHO-M1 cells, Fluo-4 calcium fluorescence, agonist mode; active compounds read high; B-score at 10 µM; 64,000 tested, 3% active; AID 626;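 active = fluorescence rise, raw or as B-score row- and column-corrected plate score, outside the 99.7% band of its plate's samples, either direction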
Her2 expr inh = Her2 kinase expression inhibition | 65,000 tested, 0.69% active | P04626 | SKBR-3 HER2 protein level, AlphaScreen, 18-24 h; active compounds read low | HER2 level % of control, % at 10 µM;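 active = HER2 level under 5% of the carrier-only control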;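 also: 100% = DMSO carrier and 0% = 500 nM PU-H71 HSP90 inhibitor; lower value means stronger loss of Her2 protein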
Jurkat tox 60K = cytotoxic compounds reducing Jurkat cell viability; AID 463; inhibition, % at 4 µM; 56,000 tested, 1.2% active; Jurkat E6.1 viability, ATP luminescence, 48 h;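 active = inhibition above the mean inhibition of all tested compounds plus 3 SD, cut at about 28% in these data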
5HT1E antag = 5-HT1E (human) receptor antagonism; 65,000 tested, 0.99% active; inhibition, % at 6 µM; CHO 5-HT1E Ga15 NFAT-bla reporter, FRET, antagonist; AID 571;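 active = inhibition above a set limit, the mean inhibition across every tested compound plus 3 SD, cut at about 29% in these data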;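 also: signal is the 460 over 535 nm emission ratio of beta-lactamase substrate; 0% = agonist plus DMSO wells and 100% = wells without agonist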
HEK293 NFkB inh = inhibitors of the PMA/ionomycin-induced NF-kB reporter in HEK293 cells; HEK-293 NF-kB luciferase reporter, luminescence; inhibition, % at 3 µM; 62,000 tested, 0.21% active;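 active = inhibition above the mean of all tested compounds plus 3 SD, cut at about 40% in these data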;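 also: 0% = stimulated DMSO wells and 100% = 10 µM reference inhibitor 5653914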
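Signal: luciferase luminescence; Material: HEK-293 cells with stable firefly luciferase reporter driven by four HIV NF-kB elements; Probe or stimulus: PMA with ionomycin; Replication: tested once; Times: 1 h compound pretreatment, then 16 h stimulation at 37 °C, 5% CO2; Benchmarks: DMSO and 10 µM reference inhibitor; Evaluation: per-plate % inhibition versus controls.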
M1 antagonist = M1 muscarinic receptor (rat) antagonism | P08482 | CHO-M1 cells, Fluo-4 calcium, ACh EC80 antagonist mode; active compounds read low | B-score at 10 µM | 64,000 tested, 3.4% active | AID 628;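 active = calcium fluorescence response, raw or row-and-column corrected B-score, differing from the plate sample mean either way at a set confidence level, mostly lower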
* marks the source's active call; other numbers are inactive results; . = no result given.

SMILES	5HT1E ag	S1P3 ag	S1P1 ag-PAM	M1 ag	Her2 expr inh	Jurkat tox 60K	5HT1E antag	HEK293 NFkB inh	M1 antagonist
CCOC(=O)N1CCN(CC(O)COc2ccccc2C(C)CC)CC1 (centres undefined)	0.2	-0.5	-25	-0.48	123	0	-3	12	-0.35
O=c1[nH]cnc2scc(C3COc4ccccc4O3)c12 (centres undefined)	0.2	-1.2	.	-0.29	92	0	1	14	-0.18
O=C(O)CN1CCOCCOCCN(CC(=O)O)CCOCCOCC1	0.2	-0.7	-1	0.43	102	-7	-4	-10	-0.4
c1cncc(-c2nnc(-c3ccco3)o2)c1	-0.2	1.4	-8	0.055	98	0	0	1	-0.49
CCCCn1c(=S)[nH]c2c(oc3ccc(Cl)cc32)c1=O	6.4	.	.	-1.2	106	.	0	9	-0.34
Cc1cc(C)c(S(=O)(=O)Nc2nnc(C)s2)c(C)c1	-0.6	-1.0	-16	0.099	102	-3	8	10	-0.56
COc1ccc(-c2noc(CN(C)S(=O)(=O)c3ccc(C)cc3)n2)cc1	0.1	0.0	4	-1.3	127	13	3	8	-3.1*
Cc1cc(NCc2ccc(F)cc2Cl)n2nnnc2n1	0.2	-0.8	15	0.039	80	6	7	13	-0.21
CCC(=O)n1nc(-c2ccco2)nc1N	-0.8	-0.8	.	-0.2	84	1	4	4	1
c1ccc(Cn2nnc3c(N4CCc5ccccc5C4)ncnc32)cc1	0.5	0.0	-5	-0.69	128	-1	4	-1	0.38
Cc1ccc2[nH]c3c(c2c1)CN(C(=O)CN1CCN(c2ccccn2)CC1)CC3	-0.2	-3.5	16	8.1	239	.	-2	.	0.71
CC(OC(=O)C1CCN(S(=O)(=O)c2ccccc2)CC1)C(=O)Nc1ncc(Cl)cc1Cl (centres undefined)	-0.3	0.7	27	-1.7	95	10	10	20	-1.3*
COc1ccccc1-n1c(SCC(=O)Nc2nnc(C)s2)nc2c(c1=O)SCC2	1.6	.	.	0.072	73	.	3	16	-1
CCc1nnc(NC(=O)CSc2nnc(-c3cc4ccccc4cc3O)n2CCOC)s1	0.6	-0.5	-24	1.1	83	1	-3	11	-0.085
COc1ccc(NC(=O)CCCn2c(=O)[nH]c3ccccc3c2=O)cc1	-0.8	0.0	8	-0.56	95	5	-3	21	-0.065
Cc1cc(N(C)C)cc(C)[n+]1[O-]	-0.6	-1.2	-13	0.015	117	-7	12	21	0.0044
Cc1ccc2[nH]c(=O)c3cc(C(=O)N(C)Cc4ccco4)sc3c2c1	1.2	-0.4	-26	0.95	49	5	-7	-14	-0.035
COC(=O)[C@H](CC(C)C)NC(=O)Nc1ccc2c(c1)OCCO2	1.8	-1.4	-5	0.37	72	0	2	10	-0.8
CC(=O)Nc1ccc(-c2cc3ccccc3o2)cc1	0.4	0.5	18	-0.61	109	.	8	.	0.037
CCOC(=O)CCS(=O)(=O)c1nc(-c2ccccc2)cc(C(F)(F)F)n1	1.4	-1.3	.	0.86	-8.7*	68*	54*	10	0.0097
Cc1c(NS(=O)(=O)c2ccc3c(c2)c(=O)n(C)c(=O)n3C)c(=O)n(-c2ccccc2)n1C	2.2	.	.	1.1	63	.	1	10	-0.028
CCCCOCP(=O)(CCCC)COCCCC	0.2	-0.7	-22	-0.15	101	-3	-6	19	-0.38
Cc1cccc(NC(=O)CCc2ccc(C)o2)c1	-0.2	-1.2	4	-0.058	105	-2	2	8	-1.3
C=CCn1c(N)c(C(=O)OCCC)c2nc3ccccc3nc21	0.7	-0.4	-39	1.3	89	1	13	25	-0.01
CSc1ccc(S(=O)(=O)NCc2ccc(Cl)cc2)cc1	-0.6	0.5	4	-0.33	97	1	0	12	0.21

Compound profiles (already shown). Order of values: 5HT1E ag | S1P3 ag | S1P1 ag-PAM | M1 ag | Her2 expr inh | Jurkat tox 60K | 5HT1E antag | HEK293 NFkB inh | M1 antagonist
COC(=O)[C@H](CC(C)C)NC(=O)Nc1ccc2c(c1)OCCO2 as listed: 1.8 | -1.4 | -5 | 0.37 | 72 | 0 | 2 | 10 | -0.8
CCCCn1c(=S)[nH]c2c(oc3ccc(Cl)cc32)c1=O as listed: 6.4 | . | . | -1.2 | 106 | . | 0 | 9 | -0.34

More results:
SMILES	5HT1E ag	S1P3 ag	S1P1 ag-PAM	M1 ag	Her2 expr inh	Jurkat tox 60K	5HT1E antag	HEK293 NFkB inh	M1 antagonist
COc1ccc(CCNC(=O)NC(C(F)(F)F)C(F)(F)F)cc1OC	0.1	-0.8	-8	0.98	87	1	-5	16	0.51
Cc1nnc(SCc2cnc(-c3ccc(C(C)C)cc3)s2)n1C	0.2	-1.4	7	1.2	98	11	5	10	0.43
CCOC(=O)CCCCC(=O)c1[nH]c(=O)[nH]c1CSc1nc2ccccc2[nH]1	0.7	1.5	-5	.	101	-10	-10	6	.
COCCn1c(SCC(=O)c2ccc(Cl)cc2)nnc1C(C)C	-0.1	0.1	-32	-0.29	96	2	-12	10	0.97
O=C(Nc1ccc2c(c1)OCO2)C1CCCN(S(=O)(=O)c2cccs2)C1 (centres undefined)	-1.0	-0.9	13	0.082	74	1	0	18	-0.015
Cc1c(NS(=O)(=O)c2ccc3c(c2)CCN3C(=O)C2CC2)c(=O)n(-c2ccccc2)n1C	0.6	-1.0	-8	0.41	101	4	-8	13	-0.45
Cc1ccc(C(=O)Cn2c(N3CCOCC3)nc3c2c(=O)n(C)c(=O)n3C)cc1	1.0	-0.4	10	-0.41	89	-3	-5	13	0.75
Cc1c(NC(=O)c2ccccc2N)cccc1C(=O)O	0.0	-0.7	0	-0.24	72	4	-1	2	0.79
Oc1cccc(-c2nc3ccccc3s2)c1	0.9	-1.1	25	0.077	67	5	-2	3	0.7
Cc1cc(C)c2cc(C#N)c(SCC(=O)NCc3ccco3)nc2c1	0.5	-1.0	12	-0.6	107	-3	8	5	0.074
COc1ccccc1Nc1ncccc1C(=O)O	0.6	0.4	-10	0.54	105	7	11	11	0.12
COc1ccccc1NC(=O)Cn1cnc2sc(C(=O)NCc3ccco3)c(C)c2c1=O	0.4	.	.	-0.056	96	.	1	26	0.39
COC(=O)c1cc2sc(Cl)cc2n1CC(=O)Nc1ccc(OC)c(OC)c1OC	-1.4	-0.4	-4	-0.43	77	0	-10	12	0.59
CC(C)(O)c1cc(=O)sc2nc3ccccc3n12	-0.2	.	.	-0.42	119	.	4	-19	-0.24
CN(CP(=O)(O)CN(C)S(C)(=O)=O)S(C)(=O)=O	0.8	0.5	4	0.042	90	9	-5	6	0.04
COc1cc(Cl)c(S(=O)(=O)NCc2cccnc2)cc1Cl	-0.2	-1.5	2	-0.23	93	2	2	13	0.062
CCCCCOC(=O)CSc1nc2c(c(=O)[nH]c(=O)n2C)n1Cc1ccc(Cl)cc1	0.9	-1.0	8	0.45	80	7	2	11	0.18
CSCCC(NS(=O)(=O)c1ccc(Cl)cc1)C(=O)OCC(=O)N1CCOCC1 (centres undefined)	0.3	-0.3	-11	0.17	99	-4	6	10	-0.12
COC(=O)c1cn(C(=O)c2ccccc2F)nc1N	1.0	0.4	4	-0.79	100	14	11	15	-0.31
CC(C)(CNC(=O)C1CCCC1)CNC(=O)C1CCCC1	0.6	-0.2	-15	6.5	80	-3	-10	20	1.8
CC(=O)c1cccc(NC(=O)c2ccncc2)c1	0.3	-0.8	-22	.	87	-1	8	8	.
Cc1cc(NC(=O)C23CCC(C)(c4nc5cc(Cl)c(Cl)cc5nc42)C3(C)C)no1 (centres undefined)	-1.0	-0.5	-6	-0.54	172	-3	-4	14	0.18
c1c2c(cc3sc(N4CCOCC4)nc13)OCCO2	-0.1	-0.9	-1	0.14	87	5	18	33	-1.1
CCCCN(C)CCNC(=O)Cn1ncc2c(=O)oc3ccc(C)cc3c21	10*	-0.2	1	0.099	104	-1	-10	14	0.37
Cc1csc(SCCN2C(=O)c3ccccc3C2=O)n1	-0.1	-0.4	2	-0.17	106	-2	3	-35	0.077

Limited to 5HT1E ag and S1P3 ag (five entries from above):
smiles	5HT1E ag	S1P3 ag
CCCCN(C)CCNC(=O)Cn1ncc2c(=O)oc3ccc(C)cc3c21	10*	-0.2
CCOC(=O)CCCCC(=O)c1[nH]c(=O)[nH]c1CSc1nc2ccccc2[nH]1	0.7	1.5
Cc1cc(NC(=O)C23CCC(C)(c4nc5cc(Cl)c(Cl)cc5nc42)C3(C)C)no1 (centres undefined)	-1.0	-0.5
CSCCC(NS(=O)(=O)c1ccc(Cl)cc1)C(=O)OCC(=O)N1CCOCC1 (centres undefined)	0.3	-0.3
CC(=O)c1cccc(NC(=O)c2ccncc2)c1	0.3	-0.8

Going on with the list:
SMILES	5HT1E ag	S1P3 ag	S1P1 ag-PAM	M1 ag	Her2 expr inh	Jurkat tox 60K	5HT1E antag	HEK293 NFkB inh	M1 antagonist
O=C(CCn1c(=O)c2ccccc2n(Cc2cc(=O)n3ccccc3n2)c1=O)NCc1ccco1	-0.1	-0.5	1	-0.44	84	-4	-1	10	-0.37
C=CCNc1oc(Cc2cccc3ccccc23)nc1C#N	0.3	-0.8	-4	-0.39	80	7	0	6	0.46
C/C(N)=C(/C#N)C(=O)COC(=O)CSc1ccccc1	-0.3	-1.6	-2	-0.64	95	-4	-8	9	1.1
CCN(CCNS(=O)(=O)c1ccc2c(c1)oc(=O)n2C)c1ccccc1	1.1	1.1	-19	-0.64	65	-7	9	13	-0.4
COc1cccc(OC)c1OCCOCCn1cnc2ccccc2c1=O	-0.1	-0.8	-6	8.9e-05	90	11	9	20	-0.33
Cc1nc2sc(C)c(C)c2c(=O)[nH]1	-0.9	-0.8	-20	-0.18	127	-1	0	12	0.21
Cc1cc(C)nc(SCc2csc(N)n2)n1	0.9	-0.9	.	0.25	77	9	-2	5	0.95
CCCOc1cccc(C2/C(=C(/O)c3ccc(OC)cc3)C(=O)C(=O)N2CCN(C)C)c1 (centres undefined)	-0.6	-0.9	2	-0.67	104	-8	-5	14	0.023
c1ccc(NC2=Nc3ccccc3CS2)cc1	-0.8	-0.7	2	0.62	94	-5	0	-24	0.094
CC1CCc2c(sc3nc(SCC(=O)NCc4ccco4)nc(N)c23)C1 (centres undefined)	-0.1	-1.4	-17	0.26	78	13	7	12	-0.062
O=C(NCc1ccco1)Nc1ccc(Br)cc1	-1.2	-1.1	32	0.13	105	15	13	12	-0.79
CC1(C)Cc2ccccc2-c2nnc(SCc3ccc(C#N)cc3)n21	0.3	-0.2	10	.	60	8	1	16	.
O=S(=O)(c1ccccc1)C1(S(=O)(=O)c2ccccc2)CCCC1	0.2	-1.3	-10	0.99	79	2	-3	17	1.4
COC(=O)C1(C)Nc2ccccc2C(=O)N1c1ccccc1OC (centres undefined)	-0.4	-0.6	-21	0.22	80	4	6	8	0.63

Three entries out of the list above, sorted by their value in M1 ag, low to high.
Structure | M1 ag
CCC(=O)n1nc(-c2ccco2)nc1N | -0.2
CN(CP(=O)(O)CN(C)S(C)(=O)=O)S(C)(=O)=O | 0.042
COc1ccccc1Nc1ncccc1C(=O)O | 0.54
